# HCV NS3 hel inh = blocks Hepatitis C virus NS3 helicase unwinding; NS3 helicase DNA unwinding, Cy5 molecular beacon fluorescence; inhibition, % at 10.9 µM; 290,000 compounds, 0.56% hits; AID 1800;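 active = inhibition above the mean of all tested compounds plus 3 SD, set per campaign, cut at about 35% in these data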;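 note: 0% = DMSO wells and 100% = thioflavine S control wells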
#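 Compound dosing – single dose, 10.9 µM nominal final, DMSO 0.8% final · System – NS3 helicase fragment of HCV · Buffer or medium – MOPS pH 6.5, MgCl2, DTT, Tween20, BSA · Signal – Cy5 beacon fluorescence read at start and 1 h · Also added – annealed dual-labelled DNA beacon duplex, ATP-started · Schedule – 1 h at 25 °C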
# IDE cell activ = activators of human insulin-degrading enzyme in cells | 340,000 compounds, 0.073% hits | HEK cells, FAbeta-B cleavage, fluorescence polarization; 0% vehicle, 100% cell-free pure enzyme wells | P14735 | AID 493087 | activation, % at 5.96 µM;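 active = activation above the mean of all tested compounds plus 3 SD, set per screening campaign, cut at about 17% in these data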
# IMP-1 inhibitor = blocks Pseudomonas aeruginosa IMP-1 metallo-beta-lactamase; AID 1556; 290,000 compounds, 0.45% hits; purified IMP-1, nitrocefin hydrolysis, epi-absorbance fluorescence; inhibition, % at 5.6 µM;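 active = inhibition above the mean plus 3 SD of all compounds in the same screening run, cut at about 4.5% in these data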;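 note: 0% = IMP-1 with DMSO and 100% = DMSO wells lacking enzyme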
#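 System: purified IMP-1 / Input: IMP-1 dispensed at 0.2 nM / Medium: 50 mM HEPES pH 7.1, 50 µM ZnSO4, 0.05% Brij 35 / Timing: 15 min enzyme–compound preincubation, then 25 min nitrocefin reaction, 25 °C / Technique: plate fluorescence quenching by hydrolysis product, ex 480/em 530 nm / Repeats: singlicate testing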
# IDE cell inh = inhibitors of human insulin-degrading enzyme in cells; 320,000 compounds, 0.41% hits; inhibition, % at 5.59 µM; AID 434962; HEK cells, FAbetaB cleavage, fluorescence polarization;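 active = percent inhibition above the average of all tested compounds plus 3 SD, set per screening campaign, cut at about 16% in these data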;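 note: IDE supplied by intact live HEK cells; FP after avidin binding of uncleaved biotin substrate so inhibition keeps polarization high; 0% = DMSO wells and 100% = 60 µM reference IDE inhibitor Ii1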
# CRFBP-R2 block = antagonists of CRF-binding protein/CRF-R2 receptor complex; HEK293 CRF-R2/CRF-BP, CRF-induced calcium fluorescence; inhibition, % at 11.8 µM; 350,000 compounds, 0.59% hits;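 active = inhibition of the ligand-induced calcium signal above about 50% at the single tested concentration, limit read from the data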
# VIM-2 inhibitor = inhibitors of Pseudomonas aeruginosa VIM-2 metallo-beta-lactamase; purified VIM-2, nitrocefin hydrolysis, epi-absorbance fluorescence; inhibition, % at 5.6 µM; 290,000 compounds, 0.89% hits;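 active = inhibition above the mean of all tested compounds plus 3 SD, cutoff set per screening run, cut at about 7.5% in these data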;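 note: red hydrolysis product quenches plate fluorescence so inhibitors raise well fluorescence; 0% = enzyme with DMSO and 100% = DMSO without enzyme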
# UBC9 SUMO inh = blocks human SUMOylation mediated by UBC9; HTRF SUMOylation assay, SAE1/SAE2 + UBC9, in vitro; AID 2006; 290,000 compounds, 0.36% hits; inhibition, % at 35 µM; P63279; in the data active = inhibition above about 50%, passing the limit was not always enough; note: strong numbers were not always called active
# Target sequence (P63279 whole entry, looked up): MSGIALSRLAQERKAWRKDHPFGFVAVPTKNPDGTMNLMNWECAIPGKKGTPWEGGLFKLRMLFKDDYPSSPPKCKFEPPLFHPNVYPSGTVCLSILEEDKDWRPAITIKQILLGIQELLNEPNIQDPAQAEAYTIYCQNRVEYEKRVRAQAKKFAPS
# p-CIP stab down = p/CIP protein destabilization | Q05BA5 | F442A p/CIP-EGFP cells, EGFP fluorescence, 16 h | decrease of EGFP signal, % at 10 µM | 290,000 compounds, 0.01% hits;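 active = EGFP signal decrease of at least 30% at 10 µM or well 3 SD below plate mean, unless failing retest; inactive = the rest, including hits failing retest or dose response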; note: some compounds called inactive have numbers as strong as hits; many of its hits are not listed in these tables
# GalR3 antagonist = antagonists of human GalR3; HEK293 GalR3-CNG cAMP membrane potential fluorescence; galR3 body fused to GalR1 C-terminus; inhibition, % at 3 µM; AID 651719; 360,000 compounds, 0.44% hits;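 active = inhibition above the screen-wide average plus 3 SD, cut at about 13% in these data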;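 note: forskolin and galanin both at EC90 stimulate the cells; cAMP rise reported by CNG channel membrane potential dye signal; 0% = forskolin plus galanin with DMSO and 100% = forskolin alone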
# Target sequence (O60755 1-299 limits assumed): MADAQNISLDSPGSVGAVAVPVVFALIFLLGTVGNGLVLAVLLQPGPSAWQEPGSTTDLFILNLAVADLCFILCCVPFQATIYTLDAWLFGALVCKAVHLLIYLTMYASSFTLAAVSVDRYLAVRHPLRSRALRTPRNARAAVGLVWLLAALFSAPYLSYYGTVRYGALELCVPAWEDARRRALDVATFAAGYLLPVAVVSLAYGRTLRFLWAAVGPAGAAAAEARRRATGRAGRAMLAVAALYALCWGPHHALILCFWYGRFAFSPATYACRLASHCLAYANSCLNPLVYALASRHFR
# An asterisk follows results filed as active; · = no result given.
SMILES	HCV NS3 hel inh	IDE cell activ	IMP-1 inhibitor	IDE cell inh	CRFBP-R2 block	VIM-2 inhibitor	UBC9 SUMO inh	p-CIP stab down	GalR3 antagonist
N#Cc1ccc(OCCN2C(=O)NC3(CCSC3)C2=O)cc1 (stereo not drawn)	-5	7	-1.8	2	3	-1.1	9	-2	-2
CCNC(=S)Nc1ccc(N2CCCCC2)cc1	-2	4	-2.5	-3	-4	-1.5	5	3	3
COc1ccc(NC(=S)N(CCC(C)C)C(C)c2ccncc2)cc1 (stereo not drawn)	4	-3	-3.1	3	-8	-2.9	10	-11	3
CCOC(=O)C1(C)NC(c2ccccc2F)C2C(=O)N(CC)C(=O)C21 (stereo not drawn)	-8	7	-0.1	-1	1	1.2	4	7	-1
O=C(Cn1c(=O)oc2cc(S(=O)(=O)N3CCCC3)ccc21)NC1CCCCC1	-13	-1	-2.3	3	7	-3.1	15	-2	0
CCOC(=O)c1cccc(C2=CC(=O)CC(C)(C)C2)c1	·	3	·	10	5	·	·	·	-1
CN1CC[C@]23c4ccccc4N[C@H]1[C@]21CCN(C)[C@H]3Nc2ccccc21	·	2	·	-2	-13	·	·	·	3
CN(C)c1ccc(/C=N/NC(=O)C[n+]2ccccc2)cc1	·	2	·	0	-5	·	·	·	-5
COc1cc(C(c2c(O)nc(SC)[nH]c2=O)c2c(O)nc(SC)[nH]c2=O)cc(OC)c1OC	9	-1	-0.5	5	2	-1.1	4	-9	-11
Brc1ccc2ncnc(Nc3ccc(N4CCOCC4)cc3)c2c1	-3	-3	-3.0	2	-8	-2.9	-5	-1	-6
CCOc1ccc(N2CC(C(=O)Nc3ccc4c(c3)OCO4)CC2=O)cc1 (stereo not drawn)	10	2	-2.4	1	22	-1.7	5	10	-4
Cc1ccc(S(=O)(=O)NC(N)=NCCc2ccc(Cl)cc2)cc1C	-4	2	-3.4	2	34	1.6	6	-21	-1
O=C1C2C3c4ccccc4C(c4ccccc43)C2c2nc3ccccc3n21 (stereo not drawn)	3	3	-1.9	2	6	0.8	1	4	-7
Cc1cc(C)cc(N(C(=O)c2snc(C(N)=O)c2N)C(C(=O)NCC2CCCO2)c2ccc(C)o2)c1 (stereo not drawn)	-9	-9	-4.9	-1	-15	-5.7	17	8	-6
CCCn1c(SCc2ccccn2)nc2c1c(=O)n(C)c(=O)n2C	-1	1	-1.5	4	1	-0.5	-2	1	-3
COc1cc(C=O)ccc1OCc1ccncc1	3	5	-1.6	-3	-6	0.2	12	2	-9

# A section from the list above, for reference:
SMILES	HCV NS3 hel inh	IDE cell activ	IMP-1 inhibitor	IDE cell inh	CRFBP-R2 block	VIM-2 inhibitor	UBC9 SUMO inh	p-CIP stab down	GalR3 antagonist
Cc1ccc(S(=O)(=O)NC(N)=NCCc2ccc(Cl)cc2)cc1C	-4	2	-3.4	2	34	1.6	6	-21	-1
O=C1C2C3c4ccccc4C(c4ccccc43)C2c2nc3ccccc3n21 (stereo not drawn)	3	3	-1.9	2	6	0.8	1	4	-7
Cc1cc(C)cc(N(C(=O)c2snc(C(N)=O)c2N)C(C(=O)NCC2CCCO2)c2ccc(C)o2)c1 (stereo not drawn)	-9	-9	-4.9	-1	-15	-5.7	17	8	-6
CCCn1c(SCc2ccccn2)nc2c1c(=O)n(C)c(=O)n2C	-1	1	-1.5	4	1	-0.5	-2	1	-3
COc1cc(C=O)ccc1OCc1ccncc1	3	5	-1.6	-3	-6	0.2	12	2	-9

# The listing picks up with the two entries that preceded the break.
SMILES	HCV NS3 hel inh	IDE cell activ	IMP-1 inhibitor	IDE cell inh	CRFBP-R2 block	VIM-2 inhibitor	UBC9 SUMO inh	p-CIP stab down	GalR3 antagonist
CCCn1c(SCc2ccccn2)nc2c1c(=O)n(C)c(=O)n2C	-1	1	-1.5	4	1	-0.5	-2	1	-3
COc1cc(C=O)ccc1OCc1ccncc1	3	5	-1.6	-3	-6	0.2	12	2	-9
CCN(CC)S(=O)(=O)c1cccc(C(=O)N[C@H](C(=O)OCC(=O)Nc2ccccc2)C(C)C)c1	-4	2	-1.9	0	-28	-2.4	-3	-18	4
COc1ccc2cc(C(=O)NCc3ccccc3)[nH]c2c1	15	6	-2.0	·	3	-2.3	-2	-2	-12
COc1ccc(CC2(CO)CCN(Cc3cnn(-c4ccc(F)cc4)c3)CC2)cc1	-27	6	-4.3	4	-2	-4.0	12	-19	17*
CC1CCCN(C(=O)CSc2nc3ncccc3[nH]2)C1 (stereo not drawn)	11	4	-3.1	2	-2	-4.0	-8	-2	-4
CCOC(=O)c1cc(C(=O)c2ccccc2O)cn2c(=O)c3c(C)c(C)sc3nc12	4	·	-0.4	5	·	-0.5	10	-150	·
Cc1ccc(S(=O)(=O)N2CCOCC2)cc1NC(=O)COC(=O)c1cncc(Br)c1	·	1	·	4	4	·	·	·	-4
O=C(O)C1Cc2ccccc2CN1C(=O)c1ccccc1Cl (stereo not drawn)	0	-2	-5.0	1	-11	-3.9	-10	10	-4
COc1cc(-c2noc(-c3ccco3)n2)cc(OC)c1OC	-4	3	-0.5	0	3	-0.9	13	5	2
Cc1ccc(C(=O)CSc2nnc(N)s2)c(C)c1	-1	1	-2.8	2	8	1.1	-3	-10	3
CCC1Oc2ccc(C)cc2N(CC(=O)NCC2CCCO2)C1=O (stereo not drawn)	4	2	-1.1	-1	-9	-1.7	-4	-13	-10
Cc1cccc(NC(=S)N2CCC(N(C)CC3CCCO3)CC2)c1C (stereo not drawn)	5	1	-1.1	-3	-12	-1.8	-5	-15	-1
O=C1C(C=NCc2ccncc2)=C(O)c2ccccc21	1	3	-1.9	0	-5	-1.9	15	6	-3
COc1ccccc1OCCC(=O)OCC(=O)NCc1ccc(F)cc1	·	4	·	3	2	·	·	·	-5
CCC(C)NC(=O)C1CCN(CCCc2ccccc2)CC1 (stereo not drawn)	-15	1	-3.5	-4	-1	-0.6	6	-12	-1
COc1ccc(C(=O)N2CCN(C(=O)c3ccco3)CC2)cc1	-2	4	-3.4	-4	-17	-2.6	14	-8	4
COc1ccc(OC)c(CN2CCN(C(=O)CNC(=O)c3ccc(C(C)(C)C)cc3)CC2)c1	·	5	·	8	5	·	·	·	1
COc1ccccc1-n1cnc2cc(NS(=O)(=O)c3ccc(Br)cc3)ccc21	-7	0	-1.0	6	-17	-1.3	-3	0	-4
COc1ccc(CCNC(=O)C(=O)NCC2OCCN2S(=O)(=O)c2ccccc2)cc1OC (stereo not drawn)	-5	6	-4.2	-4	-52	-2.8	14	-9	·
COc1ccc(/C=C/C(=O)c2ccccc2)cc1COc1ccccc1F	-9	-3	-2.4	-3	-17	-1.9	-32	0	-7
FC(F)C(F)(F)C1=CC(c2cccs2)=NCCN1	-1	-7	-3.1	3	0	-1.8	11	-12	-4
CC(=O)N1CCc2cc(S(=O)(=O)NC(C(=O)NC3CCCc4ccccc43)C(C)C)ccc21 (stereo not drawn)	-8	-1	-0.8	7	-15	1.4	9	-11	3
Cc1cccc(C)c1OCCNC(=O)CCC(=O)c1ccccc1	-16	-2	-4.0	1	9	-2.8	-9	0	2
O=C1CCC(=O)N1c1ccc(CSc2nc3ccccc3[nH]2)cc1	-2	-9	0.8	3	1	-2.2	25	0	1
COc1cc(/C=C2/SC(=O)N(CC(=O)N3CCCC3)C2=O)ccc1Oc1ccc([N+](=O)[O-])cn1	11	2	-4.6	5	5	-1.8	-2	-17	-3
Cc1ccc(S(=O)(=O)N2CCCCC2)cc1C(=O)N(C)CC(=O)Nc1cccc(F)c1	·	6	·	9	-2	·	·	·	-1
Cc1cnc(NC(=O)CSc2nc3ccccc3s2)s1	9	-8	-1.5	0	5	-1.6	-2	0	0
CCN(CC)CCCNC(=O)C1CCC(CNS(=O)(=O)c2ccc(Cl)cc2)CC1 (stereo not drawn)	-7	0	-2.0	-1	16	-4.0	6	-9	-6
CN(C)CCCNC(=O)c1ccc(CN(c2ccccc2)S(C)(=O)=O)cc1	-6	5	-1.5	-1	2	-2.9	1	1	1
COc1cccc(NC(=O)CN(C)C(=O)c2ccccc2CCc2ccccc2)c1	-17	6	-2.6	8	-17	-1.6	-8	-5	0
CN(C)CCOc1nc(-c2ccccc2)nc2c1oc1ccccc12	-39	4	0.8	-5	-5	5.4	-15	-6	-5
Cc1ccc(S(=O)(=O)N2CCN(c3nc(CN4CCCC4)nc4sc(C)c(C)c34)CC2)cc1	·	5	·	0	-3	·	·	·	-5
Cc1csc(SCC(=O)Nc2ccc(C)c(F)c2)n1	·	1	·	-5	-11	·	·	·	-1
O=C(Cn1cnc2ccccc21)OCC(=O)N1CCc2ccccc2C1	-3	8	-2.5	7	-1	-7.6	27	-15	-1
CCCN(CCC)C(=O)Nc1ccc(F)cc1F	7	-3	-0.3	-4	-9	0.0	11	2	-8
O=S(=O)(c1ccccc1)c1nc(-c2ccccc2F)oc1NCc1cccnc1	-8	1	-2.6	0	-22	-1.5	16	-8	-8
COc1ccc(-c2cc(-c3nnc(COC(=O)C4CC4C)o3)c3ccccc3n2)cc1OC (stereo not drawn)	-8	2	1.2	3	4	-0.7	5	-8	-2
Cc1cc(/C=N/NC(=O)COc2cccc3cccnc23)c(C)n1-c1ccc(O)cc1	-1	4	-1.0	0	11	1.6	19	9	5
O=C(CSc1ccccn1)N1CCN(c2ccccc2)CC1	3	2	-3.2	-1	18	-2.2	1	-4	·

# Screening data from PubChem BioAssay.
